697 NFkB inh: inhibitors of PMA/ionomycin-induced NF-kB reporter, 697 cells, primary screen, B-cell NF-kB inhibitor project, cell-based, luminescence, uHTS. inhibition, % at 4 µM. actives 0.33% (n = 330,000). AID 435022, 2010. 697 B-cell NF-kB luciferase reporter, 16 h; in the data active = inhibition above about 35%
Jurkat NFkB inh: inhibitors of induced NF-kB luciferase reporter, primary screen, TCR NF-kB activation inhibitor project, cell-based, luminescence, uHTS. Jurkat, PMA/ionomycin-induced NF-kB luciferase reporter. inhibition, % at 4 µM. actives 0.53% (n = 330,000). AID 435003, 2010; in the data active = inhibition above about 50%
UBC13 inh: UBC13 polyubiquitin chain formation inhibitors, primary screen, biochemical, TR-FRET, uHTS; Ubiquitin-conjugating enzyme E2 N (Homo sapiens), P61088; inhibition, % at 20 µM; actives 0.47% (n = 330,000); in the data active = inhibition above about 45%, passing the limit was not always enough
Target sequence (P61088 whole entry, looked up): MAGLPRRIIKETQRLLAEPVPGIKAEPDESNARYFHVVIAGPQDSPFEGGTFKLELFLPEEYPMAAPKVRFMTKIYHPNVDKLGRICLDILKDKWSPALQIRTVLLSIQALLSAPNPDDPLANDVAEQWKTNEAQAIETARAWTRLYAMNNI
CCR6 antagonist: CCR6 receptor antagonists, primary screen, cell-based, CHO-K1, luminescence, beta-arrestin, uHTS; C-C chemokine receptor type 6 (Homo sapiens), P51684; CHO-K1 CCR6 PathHunter beta-arrestin, CCL20-stimulated; inhibition, % at 20 µM; actives 0.49% (n = 340,000); AID 493098, 2011;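 active = compounds whose inhibition of the agonist-driven luminescence signal at 20 µM reaches about 50%, limit read from the data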;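 also: cells stimulated with CCL20 at 14 nM final; plate controls were DMSO with CCL20 for no effect and DMSO without agonist for full effect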
Target sequence (P51684 whole entry, looked up): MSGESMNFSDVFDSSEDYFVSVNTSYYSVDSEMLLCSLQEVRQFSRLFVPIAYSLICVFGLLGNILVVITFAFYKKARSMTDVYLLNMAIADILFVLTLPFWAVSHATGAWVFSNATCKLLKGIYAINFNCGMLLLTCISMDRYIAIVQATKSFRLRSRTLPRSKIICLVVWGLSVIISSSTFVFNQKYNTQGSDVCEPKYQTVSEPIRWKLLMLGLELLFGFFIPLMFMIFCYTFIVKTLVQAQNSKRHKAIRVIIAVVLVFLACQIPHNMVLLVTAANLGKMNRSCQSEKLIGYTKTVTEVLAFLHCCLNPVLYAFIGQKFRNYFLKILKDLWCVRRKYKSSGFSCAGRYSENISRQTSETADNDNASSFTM
EBI2 antag: EBI2 receptor antagonists, beta-arrestin recruitment, primary screen, cell-based, luminescence, 7a,25-OHC stimulation, uHTS; G-protein coupled receptor 183 (Homo sapiens), P32249; 7a,25-OHC stimulated; inhibition, % at 5 µM; actives 0.81% (n = 360,000); AID 651636, 2012; in the data active = inhibition above about 38%;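 also: enzyme fragment complementation signal reports receptor beta-arrestin coupling in cells; 0% = agonist plus DMSO wells and 100% = wells without agonist; some results beyond the cut were filed as inactive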
CXCR6 inh: CXCR6 receptor inhibitors, primary screen, cell-based, beta-arrestin, luminescence, CHO-K1 PathHunter, 1536-well; actives 0.36% (n = 360,000); C-X-C chemokine receptor type 6 (Homo sapiens), O00574; AID 602244, 2012; inhibition, % at 20 µM; in the data active = inhibition above about 34%, passing the limit was not always enough;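 also: antagonist mode with CXCL16 agonist at 10 nM final; 0% = 10 nM CXCL16 with DMSO and 100% = unstimulated wells without agonist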
Gli-Sufu antag: Gli-Sufu pathway antagonists, primary screen, luciferase luminescence, Sufu-KO-LIGHT cells, uHTS. actives 0.74% (n = 340,000). Sufu-KO-LIGHT fibroblasts, Gli luciferase reporter luminescence. inhibition, % at 5 µM;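 active = inhibition above about 55%, limit read from the data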;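 also: 0% = DMSO-treated cells and 100% = wells with medium but no cells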
APJ antagonist: antagonists of human apelin receptor APJ, primary screen, CHO-K1 cells, beta-arrestin complementation, luminescence. actives 0.32% (n = 330,000). inhibition, % at 20 µM. P35414;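 active = inhibition above about 40% at 20 µM, limit read from the data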;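 also: cells challenged with 10 nM apelin-13 agonist together with compound; plate controls were apelin-13 plus DMSO wells for no effect and DMSO wells lacking apelin-13 for full effect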
Target sequence (P35414 whole entry, looked up): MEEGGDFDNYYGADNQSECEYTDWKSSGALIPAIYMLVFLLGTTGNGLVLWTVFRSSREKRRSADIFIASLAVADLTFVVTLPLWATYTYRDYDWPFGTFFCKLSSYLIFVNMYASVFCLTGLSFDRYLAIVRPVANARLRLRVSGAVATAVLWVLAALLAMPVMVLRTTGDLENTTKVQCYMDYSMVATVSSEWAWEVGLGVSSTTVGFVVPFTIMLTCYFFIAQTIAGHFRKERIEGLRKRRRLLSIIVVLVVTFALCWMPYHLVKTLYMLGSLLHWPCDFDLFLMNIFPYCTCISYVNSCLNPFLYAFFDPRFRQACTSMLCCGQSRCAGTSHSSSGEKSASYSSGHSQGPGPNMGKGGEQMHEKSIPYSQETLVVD
* marks the source's active call; other numbers are inactive results; · = not tested or not shown.

SMILES	697 NFkB inh	Jurkat NFkB inh	UBC13 inh	CCR6 antagonist	EBI2 antag	CXCR6 inh	Gli-Sufu antag	APJ antagonist
COc1cc2ccccc2cc1C(=O)NC(=S)Nc1cccc(C(=O)O)c1C	1	-7	2	3	-4	13	0	14
O=C(O)c1cccc(NC2=C(Cl)C(=O)c3ccccc3C2=O)c1	·	·	·	23	-2	-10	-23	·
COc1cc2[nH]c(=O)n(Cc3ccc(C(=O)NCC4CCCO4)cc3)c(=O)c2cc1OC (stereo unspecified)	9	1	6	-10	-5	-4	33	-10
O=C(NC(=S)Nc1ccccc1[N+](=O)[O-])c1ccco1	13	13	1	22	2	13	3	12
Cc1ccc(-n2c(SCC(=O)Nc3cccc(S(=O)(=O)NC4=NCCCCC4)c3)nc3ccccc3c2=O)cc1C	14	14	5	6	2	9	1	8
O=C(Nc1ccc(Cl)cc1)Nc1ccccc1NS(=O)(=O)c1cccs1	7	-11	0	17	-2	-3	-5	11
CCCCn1c(N)c(N(CCC(C)C)C(=O)CC2CCCCC2)c(=O)[nH]c1=O	5	11	-2	4	-4	-2	-5	-3
C=CCn1c2ccccc2c2nnc(SCC(=O)NC(C(=O)OC)C(C)C)nc21 (stereo unspecified)	4	-11	1	7	2	-3	2	8
O=C1C(Cl)=C(N2CCCC2)C(=O)N1c1ccc(F)cc1	-6	-1	1	6	15	-3	23	12
O=C(NCC(c1ccccc1Cl)N1CCCC1)C1CCN(C(=O)Nc2ccccc2)CC1 (stereo unspecified)	0	-3	11	10	53*	-2	14	-5
Cc1ccc(C(=O)N/N=C\c2cccn2C)cn1	4	-14	-2	5	1	-11	-12	5
O=C(Nc1ncccc1Cl)C1COc2ccccc2O1 (stereo unspecified)	-6	-41	2	2	11	0	-7	-9
COc1cc(/C=C/C(=O)OCC(=O)NCCc2ccccc2)ccc1OC(F)F	-3	-8	-6	10	-1	5	-4	-11
CCOC(=O)N1CCN(c2c(NCc3ccc(N(C)C)cc3)c(=O)c2=O)CC1	-2	-6	-3	-6	-4	8	3	-56
COc1ccc(-n2nccc2-c2nn(-c3cccc(OC)c3)c(=O)n(C)c2=O)cc1	-3	-1	-7	-18	6	13	-4	-9
Cn1cc(CN2CCC(C(O)CCc3ccccc3)CC2)c(-c2ccccc2F)n1 (stereo unspecified)	11	6	10	-1	1	-6	23	5
O=C(CN1CCN(c2ccccc2F)CC1)c1ccc2cc[nH]c2c1	-4	7	5	17	0	-1	1	17
COc1ccc(NC(=O)C2CCCN2S(=O)(=O)c2ccc3c(c2)CCC(=O)N3)cc1 (stereo unspecified)	-4	16	-3	22	1	2	-4	5
COc1cc(Cl)ccc1NC(=S)N(CCCN1CCOCC1)Cc1cn(C)c2ccccc12	-79	19	0	2	-4	14	8	-23
NS(=O)(=O)c1ccc(CNC(=O)c2ccc(Br)o2)cc1	8	-2	0	-3	-4	-4	6	3
COc1ccc(N2CCC(CNC(=O)Nc3ccc(Cl)cc3)C2)cc1 (stereo unspecified)	-6	-4	-7	-3	-1	-10	5	-1
COc1ccccc1N1CCN(C(=O)c2sc3ncn(CC(=O)N4CCC(C)CC4)c(=O)c3c2C)CC1	-25	-9	1	10	-11	-3	2	-10
CN(C)S(=O)(=O)c1ccc2c(c1)C(=NNC(N)=O)c1cc(S(=O)(=O)N(C)C)ccc1-2	5	-37	-12	4	-5	-6	2	-3
O=C(CSc1ccc2ccccc2c1)Nc1ccc(S(=O)(=O)Nc2nccs2)cc1	1	25	-8	1	0	-1	0	-4
C/C(CC(=O)C(F)(F)F)=N\NC(=O)/C(C#N)=C/N(C)C	5	2	7	6	0	-1	-6	-2
Cc1noc(C)c1S(=O)(=O)Nc1ccc2c(c1)CC(=O)N([C@H](C)CO)C[C@H](C)[C@H](CN(C)S(=O)(=O)c1ccc(F)cc1)O2	11	4	13	7	-24	0	-2	3
Cc1ccc(-n2c(SCC(=O)OC(C)C)nnc2-c2ccco2)cc1	27	-3	6	20	-5	20	-10	13
COCCn1c(SCC(=O)Nc2cccc(S(N)(=O)=O)c2)nc2ccccc21	4	13	4	0	-7	3	1	-2
CCO[C@H]1OC(C(=O)N2CCOCC2)=C[C@@H](c2cn(C(C)=O)c3ccccc23)[C@@H]1CCCO	12	17	-5	7	0	-2	-5	7
COC(=O)c1cccc(Cn2c(Cl)c(/C=N/Nc3ccccc3C)sc2=O)c1	·	·	·	9	-1	10	2	·
COc1cccc(CNC(=O)C23CN(Cc4ccccc4)CC2C(c2ccc([N+](=O)[O-])cc2)=NO3)c1 (stereo unspecified)	22	7	-7	10	-13	-5	8	-23
COCCN(CCOC)C(=O)c1cc2c(=O)n3ccccc3nc2s1	14	1	36	4	-15	-4	3	15
COc1cccc(C(=O)CSc2nnc(-c3cc(OC)c(OC)c(OC)c3)o2)c1	8	4	5	12	14	2	7	13
CCCC(C)C(=O)Nc1nc(C)c(-c2csc(Nc3ccccc3OC)n2)s1 (stereo unspecified)	-4	18	-15	11	5	-8	11	-56
COc1ccc(CCNC(=O)CN2C(=O)NC(Cc3c[nH]c4ccccc34)C2=O)cc1 (stereo unspecified)	0	8	5	6	-7	-4	23	12
O=C(NCCCNC(=O)c1cccnc1)c1ccc(Cl)cc1	12	-10	-3	-4	0	5	25	-10
CC(=O)Nc1ccc(-c2nnc(SCC(=O)c3ccc4c(c3)Cc3ccccc3-4)n2C)cc1	3	17	13	-6	-2	-12	4	8
O=C(Nc1cccnc1)C1CC(=O)N(c2ccc(F)cc2)C1 (stereo unspecified)	0	5	2	8	-5	-5	9	-36
CC1CCCCC12NC(=O)N(CC(=O)OCC(=O)NC(=O)c1ccccc1)C2=O (stereo unspecified)	8	-17	-7	4	-1	2	-3	18
COc1ccc(/C=C/C(=O)OCC(=O)Nc2ccc(N3CCOCC3)cc2)cc1	-16	-19	-4	-2	6	-12	-6	-14
CN(C)S(=O)(=O)c1ccc(C(=O)OCc2nnc(-c3ccccc3)o2)cc1	1	-33	-9	8	-6	3	0	9
Cc1ccc(N2C(=O)CC(n3ccnc3)C2=O)cc1C (stereo unspecified)	-16	-6	-10	8	-8	-3	2	8
CCN(CC(=O)Nc1ccc(NC(C)=O)cc1)C(=O)c1ccc(C(=O)c2ccccc2)cc1	3	14	2	4	0	10	-2	18
Cc1csc(NC(C)c2nc3cc(Cl)c(N4CCCCC4)cc3n2CCOCCO)n1 (stereo unspecified)	5	-6	6	1	4	3	0	-3
CCCC(C)NNC(=O)c1cc2ccccc2[nH]1 (stereo unspecified)	-3	-1	-8	5	-2	-2	-15	2
Cc1ccc(S(=O)(=O)N2CCC(=O)N(C(COCc3cccc(C)c3)Cc3ccccc3)CC2)cc1 (stereo unspecified)	0	15	13	15	10	20	5	-55
CC(O)(c1cccs1)C(C(=O)O)c1ccccc1 (stereo unspecified)	·	·	·	8	1	0	-3	·
O=C(O)CCCCCNS(=O)(=O)c1cccc2c1C(=O)c1ccccc1C2=O	3	13	-6	7	-12	-18	-1	-53
CCCNC(=O)c1cc2cc([N+](=O)[O-])ccc2s1	-12	7	4	9	0	-6	9	25
O=C(COc1ccccc1Cl)Nc1nc(-c2cccs2)cs1	10	-9	2	-6	2	5	-7	2

Next entries follow.
SMILES	697 NFkB inh	Jurkat NFkB inh	UBC13 inh	CCR6 antagonist	EBI2 antag	CXCR6 inh	Gli-Sufu antag	APJ antagonist
CC1(N(O)C=C2C=CC(=O)C=C2)CCCCC1=O (stereo unspecified)	-2	-15	-14	2	-11	2	7	9
COC(C/C=C/C(=O)[C@H](C)OCc1ccccc1)OC	16	13	1	8	3	9	3	10
N#C/C(=C\c1ccc(Cl)cc1)c1nc(-c2ccco2)cs1	-28	-32	-9	11	20	6	-37	20
CCOc1ccc(N=Nc2c(=O)[nH]n3c(=O)c4c([nH]c23)CCCC4)cc1	-8	3	-265	46	-4	30	2	22
CC(C)CNC(=O)C(=O)N/N=C/c1cccs1	-1	0	4	8	-8	-8	-13	20
Cc1ccc2nc(NC(=O)/C=C/c3ccc4c(c3)OCO4)sc2c1	3	3	-2	11	-9	-14	47	9
CCN(CC(=O)Nc1ccccc1OC)C(=O)c1ccccc1Sc1ccccc1C#N	12	4	44	-5	-3	7	-2	-6
CCN(CC)c1ccc(S(=O)(=O)N2CCOCC2)cc1NC(=O)COC(=O)c1ccco1	7	11	-6	8	0	0	-10	11
CCC(=O)Oc1c(S(=O)(=O)c2ccc(C)cc2)c(C)nn1C(C)(C)C	1	4	-6	-10	-9	6	5	-8
CCc1c(O)nc(SCC(=O)NC(C)(C)C)n(-c2ccccc2)c1=O	8	-20	8	-28	-8	-16	-4	10
COc1ccc(N(C)C(=O)c2cc3c(Cl)nc4ccccc4c3s2)cc1	15	8	-9	0	21	4	13	11
NCCCC[C@@H](C(=O)NCCCCCCCCCCC(=O)N1CCNCC1)n1cc(CCCC(=O)O)nn1	9	-3	2	5	-4	-4	-7	15
Cc1ccc(N2CC(C(=O)OCC(=O)Nc3ccc(Cl)cc3)CC2=O)cc1 (stereo unspecified)	14	0	13	8	-7	4	-27	4
CC1C=CCC2C(=O)N(c3ccc(Cl)cc3O)C(=O)C12 (stereo unspecified)	14	-5	2	-12	-24	-4	2	-6
O=C(CCn1c(=O)oc2ccccc21)NCCCN1CCOCC1	13	-1	6	6	-3	3	-6	0
COc1ccc(-c2cc3ccccc3n2CC(O)CN2CCN(CCO)CC2)cc1 (stereo unspecified)	-1	-1	13	-7	-1	-3	5	6
Cc1nc2ccccn2c1C(=O)c1ccccc1	2	10	3	-2	-1	0	-26	10
CC(C)(C)c1ccc(C(=O)NC(CC(=O)O)c2ccc(OC3CCCC3)cc2)cc1 (stereo unspecified)	11	10	-10	10	4	-3	-6	9
CSc1cccc(NC(=S)N(CCN(C)C)C(C)c2ccccn2)c1 (stereo unspecified)	-8	-1	-3	1	3	1	-15	-11
COc1cccc(C2CC(c3cccs3)=NN2C(=S)Nc2ccccc2)c1OC (stereo unspecified)	31	-9	8	6	0	-21	-13	-1
CSc1nc2ccc3nc(NC(=O)C4COc5ccccc5O4)sc3c2s1 (stereo unspecified)	-27	3	-10	9	11	-17	2	-44
Cn1sc(=O)c2cc(S(=O)(=O)NC3CC3)ccc21	6	0	-5	16	21	10	-4	-3
COc1cccc(/C=C/C(=O)c2ccc3c(c2)OCO3)c1OC	3	-8	8	11	9	10	-8	-3
O=C(CN1CCN(c2ccc(F)cc2)CC1)Nc1ccccc1	13	-1	0	-5	3	4	4	19
CCC(=O)NCCCCCCCCCNC(=O)CC	-5	-9	-11	-8	-2	-3	-2	-9

Bioassay records: PubChem, Sanford-Burnham Center for Chemical Genomics
